Bioassay records as filed in PubChem BioAssay.
FEN1 inh = human FEN1 inhibition. P39748. Recombinant FEN1 flap cleavage, fluorescence, 15 min. Potency, µM (highest dose often 114 µM), for the others: top-dose activity change, negative = inhibition, usual class: inhibitors. actives 0.35% (n = 390,000). AID 588795; further: nearly all actives have a fitted effect of over 65% in size
Target sequence (P39748 whole entry, looked up): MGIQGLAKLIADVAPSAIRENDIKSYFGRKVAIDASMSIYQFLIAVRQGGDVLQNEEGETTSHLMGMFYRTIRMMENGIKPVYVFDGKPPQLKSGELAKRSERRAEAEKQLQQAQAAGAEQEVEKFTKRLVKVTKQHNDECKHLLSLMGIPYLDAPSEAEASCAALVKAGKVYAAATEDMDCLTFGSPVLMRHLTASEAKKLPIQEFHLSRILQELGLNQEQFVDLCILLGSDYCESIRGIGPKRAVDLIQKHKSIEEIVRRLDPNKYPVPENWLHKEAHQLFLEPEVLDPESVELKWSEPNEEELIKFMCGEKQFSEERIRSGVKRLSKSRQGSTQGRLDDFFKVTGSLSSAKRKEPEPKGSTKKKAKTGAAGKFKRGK
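Potency values derive from four-parameter Hill fits of normalized qHTS data. The reaction used 10 nM FEN1 preincubated 15 min at room temperature with compound, then 50 nM DNA substrate, read at 0 and 15 min.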
TDP1 cell CPT = DT40-hTDP1 cell growth loss with CPT; chicken DT40 Tdp1-/-;hTDP1 cells + 20 nM CPT, ATP luminescence, 48 h; Potency, µM (top dose mostly 46.2 µM), for the others: at the highest dose activity change, negative = growth inhibition, most hits filed as inhibitors; AID 686979; actives 12% (n = 420,000); further: nearly all actives have a fitted effect of over 55% in size
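Chicken DT40 Tdp1-/- cells complemented with human TDP1, 400 cells/well, exposed to compounds plus 20 nM camptothecin for at least 48 h at 37 C; viability read as ATP content by CellTiter-Glo luminescence.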
N370S GC = inhibitors or activators of N370S glucocerebrosidase for Gaucher disease; N370S GC spleen homogenate, 4MU-glucoside fluorescence; Potency, µM (doses to about 59.4 µM), inactives show at the top dose activity change, negative = inhibition, most hits filed as inhibitors; actives 0.092% (n = 330,000);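 further: 0% = full enzyme activity and -100% = no enzyme basal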
* = called active by the depositor; ? = inconclusive; / = no result given; & = joins results of further samples. The call rests on the fitted dose curve; in most records, active means well fitted curve in the direction sought with a large enough effect; inconclusive means small, poorly fitted or top-dose-only effect, or another doubt; inactive means no such curve, though single readings can be large; an effect the other way counts as inactive or inconclusive. Unless noted, on the % scale 0 is the no-effect control and ±100 the full control effect; potency means the concentration at half of the fitted maximal effect. The list is partial. The share of hits here may be higher or lower than overall.

SMILES	FEN1 inh	TDP1 cell CPT	N370S GC
CCC(C)NC(=O)c1csc2c1CCCCC2 (stereo not drawn)	6%	-9%	1%
CC(C)N(C(=O)Cn1cc(S(=O)(=O)Cc2ccc(Cl)cc2)c2ccccc21)C(C)C	4%	?	/
O=C(Nc1ccc(S(=O)(=O)N2CCN(c3ccccc3)CC2)cc1)c1cccs1	-22%	1%	17%
CC[C@H](C)[C@H](NC(=O)OCC1c2ccccc2-c2ccccc21)C(=O)O	/	-11%	1%
CC(C)C[C@H](NC(=O)c1[nH]cnc1C(=O)N[C@@H](Cc1ccccc1)C(=O)OCc1ccccc1)C(=O)OCc1ccccc1	-22%	?	10%
Cc1ccc(Cn2nnc3c(=O)[nH]c(C4CCN(S(=O)(=O)c5ccc(F)cc5)CC4)nc32)cc1	-6%	-29%	-6%
O=C(CCC(=O)Nc1nnc(C2CCCCC2)s1)Nc1ccccc1	-3%	-1%	-2%
CC12CCC(=O)CC1CCC1C2CCC2(C)C1CCC2(O)C(=O)CO (stereo not drawn)	0%	-17%	/
CCOC(=O)Cc1ccc(NC(=O)Nc2ccccc2OCc2cc(=O)n3ccccc3n2)cc1	0%	-4%	/
COc1ccc(Cl)cc1NC(=O)CN(C)C(=O)c1cn(-c2ccccc2)nc1-c1cccnc1	-9%	18µM*	-1%
CSCCC(NC(=O)c1ccccc1Cl)C(=O)NCCc1ccccn1 (stereo not drawn)	2%	7%	/
CNC(=S)Nc1cccc(S(=O)(=O)NCc2ccco2)c1	0%	8%	/
CCOC(=O)CNC(=O)N1CCc2ccc(NC(=O)c3ccccc3Cl)cc2C1	-2%	18µM*	-4%
CCN(CC(=O)Nc1c(F)cccc1F)C(=O)c1ccccc1F	1%	-1%	-20%
CCn1ccnc1CN(C)Cc1c(C(=O)N2CCCCCCC2)nc2ccc(Cl)cn12	2%	-20%	-11%
Cc1ccc(NC(=O)/C(=C\c2ccc([N+](=O)[O-])cc2)NC(=O)c2ccccc2)cc1	0%	?	5%
CCOn1c(=O)c(-c2ccc(Br)cc2)[n+]([O-])c2ccccc21	0%	5%	3%
CCOC(=O)c1cccc(NC(=O)NCc2cccn2Cc2ccccc2)c1	10%	?	/
COc1ccccc1Oc1coc2c(CN3CCOCC3)c(O)ccc2c1=O	-2%	7%	-2%
CCOC(=O)c1c(C)[nH]c(C(=O)O)c1C	-1%	-1%	1%
O=C(CC1CC2CCC1C2)NCc1cccs1 (stereo not drawn)	7%	-18%	3%
Cc1cc(C(=O)CCC(=O)N(C)CC(=O)Nc2c(Cl)cccc2Cl)c(C)s1	-2%	-24%	0%
O=C(CSc1nnc(-c2ccco2)c(-c2ccco2)n1)Nc1ccccc1	?	?	-8%
O=C(Nc1ccc(Cl)c(S(=O)(=O)N2CCOCC2)c1)c1ccccc1-c1ccc(C(F)(F)F)cc1	-1%	?	9%
C(#CC1CCCCC1)c1ccc2c(c1)COc1c3ccccc3nn1-2	1%	-15%	12%
CC(=O)Nc1cc(C)c(S(C)(=O)=O)c(C)c1	-4%	-6%	8%
NS(=O)(=O)c1ccc(N/C=C\C(=O)c2ccc3ccccc3c2)cc1	-24%	6%	-1%
Cc1nc(-n2ncc(C#N)c2N)c2c3c(sc2n1)CCC3	-4%	-6%	3%
O=c1ccn([C@@H]2O[C@H](CO)[C@@H](O)[C@H]2O)c(=O)[nH]1	6%	-6%&0%	15%&-5%
O=C(N/N=C\c1ccc(Cl)cc1Cl)c1sccc1-n1cccc1	-16%	2%	-16%
Nc1ncnc2c1ncn2[C@H]1C[C@H](O)[C@@H](CO)O1	0%&5%	6.5µM*	-3%
CCOC(=O)C1CCN(C(=O)CSc2n[nH]c(-c3ccccc3)n2)CC1	-2%	-23%	/
COc1ccc(OC)c(CNc2ccc(F)c(Cl)c2)c1	-9%	-19%	3%
CN(C)c1cccc(/C=C(\C#N)c2ccccc2)c1	-20%	2.9µM*	?
CCCn1nnnc1SCC(=O)Nc1cccc(NC(=O)c2ccco2)c1	-9%	-7%	3%
Cc1cccc(N2C(=O)c3cccc4c(N)ccc(c34)C2=O)c1	-15%	?	-5%
CCCC12CN3CC(C)(CN(C1)C31CCCCC1)C2=O	5%	9%	23%
COc1ccc(NC(=O)CSc2nn3c(=O)c(C)nnc3s2)cc1	-1%	3%	0%
CCCn1c(Cc2ccccc2)nnc1SCC(=O)N1CCOCC1	-16%	7%	1%
Cc1ccc(/C=C/c2ccc(=O)n(Cc3ccc(Cl)cc3Cl)n2)cc1	-1%	?	3%
C=CCNC(=O)c1ccccc1NC(=O)C1COc2ccccc2O1 (stereo not drawn)	16%	-1%	6%
COc1ccc2c(c1)OC[C@H]1[C@H]2N2C(=O)c3cc(F)ccc3NC(=O)[C@@]2(C)[C@H]1c1ccccc1	-17%	?	/
CN(C)C(=O)c1ccc(-c2cc(C(F)(F)F)nn2C)s1	-11%	24%	6%
O=S(=O)(c1ccc2ccccc2c1)N1CCc2ccccc21	15%	?	25%
O=C(CC1C(=O)NCCN1CC1CCCCC1)NCc1ccccc1Cl (stereo not drawn)	1%	4%	-8%
O=C(Nc1ccccc1)c1cccc(Cn2cc(C(F)(F)F)ccc2=O)c1	-4%	?	5%
O=C(Oc1ccccc1)c1cccc(N2C(=O)CCC2=O)c1	-4%	4%	-2%
CCOC(=O)N1CCc2c(sc3c2c(=O)n(Cc2ccccc2)c(=O)n3CC(=O)Nc2ccc(C)c(C)c2)C1	-13%	5%	/
Cc1ccc(S(=O)(=O)NCC(c2ccccc2)N2CCN(c3ccc(F)cc3)CC2)cc1 (stereo not drawn)	-19%	?	-1%
Cc1cccc2sc(NS(=O)(=O)c3ccccc3)nc12	-4%	?	-17%
O=C(CSc1nnc(Cc2ccccc2)o1)NC1CC2CCC1C2 (stereo not drawn)	0%	-1%	4%
N#Cc1ccc(OCC(=O)N/N=C(\CCC(=O)O)c2cccs2)cc1	-3%	8%	1%
CCc1nn(Cc2cc(C)ccc2C)c(=O)c2cc3cc(C)ccc3n12	-1%	-13%	/
O=C(O)/C=C\C(=O)Nc1ccc(N2CCN(c3ccc(Cl)c(Cl)c3)CC2)cc1	-11%	?	4%
O=C(Cn1nnc(-c2ccccc2NC(=O)c2ccco2)n1)NC1CCCCC1	4%	-28%	-4%
CCOC(=O)C1=NNC2(CC(=O)N(c3cc(C)cc(C)c3)C2=O)C1 (stereo not drawn)	-9%	-11%	-4%
Cc1cc(OC(C)C(=O)NC2CCN(Cc3ccccc3)CC2)c2c(C)cc(=O)oc2c1 (stereo not drawn)	3%	-46%	8%
OCCN1CCN(CCOc2ccccc2-c2ccccc2)CC1	4%	?	?
Cc1ccc(C(=O)N/C(=C/c2ccccc2)C(=O)NCC2CCCO2)cc1 (stereo not drawn)	13%	-7%	3%
COc1ccc(NS(=O)(=O)c2ccc(C)c(C(=O)N(C)Cc3ccc(OC)cc3OC)c2)cc1	13%	?	-1%

Pulled by structure from the entries so far, six records:
SMILES	FEN1 inh	TDP1 cell CPT	N370S GC
O=C(Nc1ccccc1)c1cccc(Cn2cc(C(F)(F)F)ccc2=O)c1	-4%	?	5%
O=C(O)/C=C\C(=O)Nc1ccc(N2CCN(c3ccc(Cl)c(Cl)c3)CC2)cc1	-11%	?	4%
CN(C)C(=O)c1ccc(-c2cc(C(F)(F)F)nn2C)s1	-11%	24%	6%
Cc1cccc2sc(NS(=O)(=O)c3ccccc3)nc12	-4%	?	-17%
COc1ccc2c(c1)OC[C@H]1[C@H]2N2C(=O)c3cc(F)ccc3NC(=O)[C@@]2(C)[C@H]1c1ccccc1	-17%	?	/
OCCN1CCN(CCOc2ccccc2-c2ccccc2)CC1	4%	?	?

(continued)
SMILES	FEN1 inh	TDP1 cell CPT	N370S GC
Cc1ccc(SCC(=O)OCn2nnc3ccccc3c2=O)cc1C	6%	-22%	0%
S=C(Nc1cccc(Cl)c1)N1CCOCC1	-4%	2%	3%
CC(C)CN1C(=O)c2ccc(NC(=O)c3ccccc3F)cc2C1=O	0%	-18%	1%
S=c1[nH]nc(Cc2noc3ccccc23)n1-c1ccccc1	1%	?	2%
COc1ccc(C(=O)Nc2ccc3nc(SCC(=O)N(C)c4ccccc4)sc3c2)cc1	34%	?	/
CC1(C)C=Cc2c(cc3occ(-c4ccc5c(c4)OCO5)c(=O)c3c2O)O1	/	0%	8%
c1ccc(OCCCc2nc(-c3ccncc3)no2)cc1	-17%	-25%	-1%
COc1ccc(S(=O)(=O)NC(N)=NCCc2ccccc2OC)cc1	-8%	1%	1%
Clc1ccc(OCc2nc3ccccc3n2Cc2ccccc2)c(Cl)c1	?	?	/
N#CCc1nc2ccccc2c(=O)[nH]1	-2%	0%	-4%
NC(=O)c1cc([N+](=O)[O-])ccc1NCc1cccc2ccccc12	-1%	?	-13%
C1=C(CCNCC2CC2)CCCC1	5%	-2%	-3%
CCOC(=O)/C(C#N)=N\Nc1cc(Cl)ccc1OC	16%	1%	16%
Cc1ccc(S(=O)(=O)NC(=O)N2CCCC2)cc1	1%	-13%	/
Cc1cccc(Cc2c(C)nc3nc(SCc4cccc(F)c4)nn3c2C)c1	-14%	21µM*	/
C=CCn1c(SCC(=O)Nc2ccccc2OC)nnc1-c1ccccn1	2%	?	0%
CCC(C)(C)NC(=O)C(c1cccc(OC)c1OC)N(CCOC)C(=O)CCC(=O)Nc1cc(C)on1 (stereo not drawn)	-11%	-8%	-3%
N#CCCn1c(=O)c(-c2cccs2)nc2cnc(N3CCNCC3)nc21	/	?	-2%
CCOC(=O)c1sc(N2C(=O)C(O)=C(C(=O)c3ccco3)C2c2ccco2)nc1C (stereo not drawn)	-20%	?	-4%
O=C(NCCc1cccs1)c1ccc(Cl)cc1	4%	-19%	11%
O=C(C1CC(=O)N(c2ccc(Cl)cc2)C1)N1CCN(Cc2ccc3c(c2)OCO3)CC1 (stereo not drawn)	-11%	?	0%
CC1(C)OC(=O)C(=CNc2cccc(C(=O)O)c2)C(=O)O1	16%	-2%	11%
CCc1cc2c(cc3c(=O)n(CC(=O)NC4CCC(C)CC4)ncn32)s1 (stereo not drawn)	-4%	?	/
O=C(Cn1c(=O)oc2cc(S(=O)(=O)N3CCCCC3)ccc21)NCc1ccc(Cl)cc1	-4%	9.2µM*	/
CSc1ccccc1NC(=O)C(C)N1C(=O)c2ccccc2S1(=O)=O (stereo not drawn)	2%	17%	3%
CS(=O)(=O)N1CCN(c2ccccc2NC(=O)c2cc(Br)ccc2Cl)CC1	-5%	12%	12%
COc1ccc(S(=O)(=O)N2CCCCCC2)cc1NC(=O)CC1OC(=O)c2ccccc21 (stereo not drawn)	8%	-12%	0%
Cc1cccc(NS(=O)(=O)c2ccc3[nH]c4c(c3c2)CCCCCC4)c1	?	18µM*	/
SCc1nc2ccccc2[nH]1	-12%	?	/
O=C(c1cc(COc2ccc(F)cc2Cl)on1)N1CCCCCCC1	-19%	?	4%
Cc1ccc(CCNC(=O)CCCn2c(=O)c3ccccc3n(Cc3ccccc3C)c2=O)cc1	22%	?	/
COc1cccc(NC=C2C(=O)OC(C)(C)OC2=O)c1	-17%	-5%	8%
CCOCc1nnc(NC(=O)c2cccc(OC)c2)s1	-3%	-4%	-2%
c1ccc2c(c1)CCCC2C1=NCCN1 (stereo not drawn)	-6%	-26%&-6%&4%	6%&-1%&9%
CCOC(=O)N/N=C/c1ccc(OCCSc2ccc(Cl)cc2)c(OC)c1	-21%	15µM*	-3%
CCN(CCNC(=O)C1CCN(S(C)(=O)=O)CC1)c1ccccc1	10%	-18%	3%
COc1cccc(NC(=O)c2sc3nc(C)c(C(=O)Nc4ccc(C)cc4C)c(-c4ccccc4Cl)c3c2N)c1	2%	-24%	/
C=CCSc1nc(=O)n2cccc(C)c2n1	-7%	-18%	-4%
Cc1ccc(N2CCN(C(=O)N3CCCC3)CC2)cc1C	2%	21µM*	-1%
CCCn1ncc(CN2CCN(Cc3ccsc3)C(CCO)C2)c1C (stereo not drawn)	-3%	-9%	2%
O=C(c1noc2c1CSc1ccccc1-2)N1CCN(c2ccc(Cl)cc2)CC1	-4%	-28%	5%
Cn1c(=O)c(C(=O)COc2ccc(C#N)cc2)c(N)n(Cc2ccccc2)c1=O	1%	-28%	6%
O=c1[nH]c(=O)n(C2CCCCC2)c(O)c1C1=Nc2ccccc2SC(c2ccc(Cl)cc2)C1 (stereo not drawn)	-3%	-12%	/

Single records, from the list above. Values in the order: FEN1 inh, TDP1 cell CPT, N370S GC
Listed for CCC(C)(C)NC(=O)C(c1cccc(OC)c1OC)N(CCOC)C(=O)CCC(=O)Nc1cc(C)on1 (stereo not drawn) → -11%, -8%, -3%
Listed for COc1ccccc1Oc1coc2c(CN3CCOCC3)c(O)ccc2c1=O → -2%, 7%, -2%
Listed for Cc1ccc(NC(=O)/C(=C\c2ccc([N+](=O)[O-])cc2)NC(=O)c2ccccc2)cc1 → 0%, ?, 5%
